CCHF vOTU inh = blocks the CCHF virus ovarian tumor domain protease; CCHFV vOTU protease, Pep-AMC fluorescence; inhibition, % at 11.5 µM; actives 0.55% (n = 370,000); AID 651958; in the data active means inhibition above about 30%; further: 0% = vehicle wells with enzyme and 100% = no enzyme wells
PrPC surface inh = inhibitors of human cell surface prion protein PrPC; TR-FRET read-out; actives 0.43% (n = 370,000); inhibition, % at 13.8 µM; AID 720596; P04156; in the data active means inhibition above about 24%; further: 0% = median of the test wells and 100% = reference compound wells
PfHsp40 rescue = rescue of PfHsp40-mediated yeast toxicity; actives 0.68% (n = 340,000); growth rescue, % at 12.5 µM; AID 504582; S. cerevisiae expressing PfHsp40, growth rescue, ATP luminescence; in the data active means growth rescue above about 28%, passing the limit was not always enough; inconclusive means no clear call, values can overlap the other calls;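 further: yeast W303a lacking pdr1 and pdr3 grown in galactose medium; growth measured after three days at 30 °C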
Anthrax LF inh2 = blocks Bacillus anthracis lethal factor protease; inhibition, % at 10 µM; multiplex microsphere protease cleavage assay, LF; actives 0.12% (n = 360,000); P15917; further: plate controls were buffer without enzyme for full effect and enzyme alone for no effect
BoNT-A LC inh2 = BoNT A light chain protease inhibition. inhibition, % at 10 µM. AID 588499. actives 0.17% (n = 360,000). multiplex microsphere protease substrate cleavage, flow cytometry; further: plate controls were buffer without enzyme for full effect and enzyme alone for no effect
FadD28 binding = blocks FadD28 binding to the bisubstrate probe | fluorescence polarization | inhibition, % at 12.5 µM | actives 0.22% (n = 360,000) | AID 588549; in the data active means inhibition above about 8.5%, passing the limit was not always enough; inconclusive means no clear call, values can overlap the other calls
TcdB inh = TcdB glycohydrolase inhibition. TcdB glycohydrolase enzymatic assay, plate reader. actives 0.24% (n = 350,000). inhibition, % at 9.99 µM. P18177; in the data active means inhibition above about 10%
Target sequence (P18177 whole entry, looked up): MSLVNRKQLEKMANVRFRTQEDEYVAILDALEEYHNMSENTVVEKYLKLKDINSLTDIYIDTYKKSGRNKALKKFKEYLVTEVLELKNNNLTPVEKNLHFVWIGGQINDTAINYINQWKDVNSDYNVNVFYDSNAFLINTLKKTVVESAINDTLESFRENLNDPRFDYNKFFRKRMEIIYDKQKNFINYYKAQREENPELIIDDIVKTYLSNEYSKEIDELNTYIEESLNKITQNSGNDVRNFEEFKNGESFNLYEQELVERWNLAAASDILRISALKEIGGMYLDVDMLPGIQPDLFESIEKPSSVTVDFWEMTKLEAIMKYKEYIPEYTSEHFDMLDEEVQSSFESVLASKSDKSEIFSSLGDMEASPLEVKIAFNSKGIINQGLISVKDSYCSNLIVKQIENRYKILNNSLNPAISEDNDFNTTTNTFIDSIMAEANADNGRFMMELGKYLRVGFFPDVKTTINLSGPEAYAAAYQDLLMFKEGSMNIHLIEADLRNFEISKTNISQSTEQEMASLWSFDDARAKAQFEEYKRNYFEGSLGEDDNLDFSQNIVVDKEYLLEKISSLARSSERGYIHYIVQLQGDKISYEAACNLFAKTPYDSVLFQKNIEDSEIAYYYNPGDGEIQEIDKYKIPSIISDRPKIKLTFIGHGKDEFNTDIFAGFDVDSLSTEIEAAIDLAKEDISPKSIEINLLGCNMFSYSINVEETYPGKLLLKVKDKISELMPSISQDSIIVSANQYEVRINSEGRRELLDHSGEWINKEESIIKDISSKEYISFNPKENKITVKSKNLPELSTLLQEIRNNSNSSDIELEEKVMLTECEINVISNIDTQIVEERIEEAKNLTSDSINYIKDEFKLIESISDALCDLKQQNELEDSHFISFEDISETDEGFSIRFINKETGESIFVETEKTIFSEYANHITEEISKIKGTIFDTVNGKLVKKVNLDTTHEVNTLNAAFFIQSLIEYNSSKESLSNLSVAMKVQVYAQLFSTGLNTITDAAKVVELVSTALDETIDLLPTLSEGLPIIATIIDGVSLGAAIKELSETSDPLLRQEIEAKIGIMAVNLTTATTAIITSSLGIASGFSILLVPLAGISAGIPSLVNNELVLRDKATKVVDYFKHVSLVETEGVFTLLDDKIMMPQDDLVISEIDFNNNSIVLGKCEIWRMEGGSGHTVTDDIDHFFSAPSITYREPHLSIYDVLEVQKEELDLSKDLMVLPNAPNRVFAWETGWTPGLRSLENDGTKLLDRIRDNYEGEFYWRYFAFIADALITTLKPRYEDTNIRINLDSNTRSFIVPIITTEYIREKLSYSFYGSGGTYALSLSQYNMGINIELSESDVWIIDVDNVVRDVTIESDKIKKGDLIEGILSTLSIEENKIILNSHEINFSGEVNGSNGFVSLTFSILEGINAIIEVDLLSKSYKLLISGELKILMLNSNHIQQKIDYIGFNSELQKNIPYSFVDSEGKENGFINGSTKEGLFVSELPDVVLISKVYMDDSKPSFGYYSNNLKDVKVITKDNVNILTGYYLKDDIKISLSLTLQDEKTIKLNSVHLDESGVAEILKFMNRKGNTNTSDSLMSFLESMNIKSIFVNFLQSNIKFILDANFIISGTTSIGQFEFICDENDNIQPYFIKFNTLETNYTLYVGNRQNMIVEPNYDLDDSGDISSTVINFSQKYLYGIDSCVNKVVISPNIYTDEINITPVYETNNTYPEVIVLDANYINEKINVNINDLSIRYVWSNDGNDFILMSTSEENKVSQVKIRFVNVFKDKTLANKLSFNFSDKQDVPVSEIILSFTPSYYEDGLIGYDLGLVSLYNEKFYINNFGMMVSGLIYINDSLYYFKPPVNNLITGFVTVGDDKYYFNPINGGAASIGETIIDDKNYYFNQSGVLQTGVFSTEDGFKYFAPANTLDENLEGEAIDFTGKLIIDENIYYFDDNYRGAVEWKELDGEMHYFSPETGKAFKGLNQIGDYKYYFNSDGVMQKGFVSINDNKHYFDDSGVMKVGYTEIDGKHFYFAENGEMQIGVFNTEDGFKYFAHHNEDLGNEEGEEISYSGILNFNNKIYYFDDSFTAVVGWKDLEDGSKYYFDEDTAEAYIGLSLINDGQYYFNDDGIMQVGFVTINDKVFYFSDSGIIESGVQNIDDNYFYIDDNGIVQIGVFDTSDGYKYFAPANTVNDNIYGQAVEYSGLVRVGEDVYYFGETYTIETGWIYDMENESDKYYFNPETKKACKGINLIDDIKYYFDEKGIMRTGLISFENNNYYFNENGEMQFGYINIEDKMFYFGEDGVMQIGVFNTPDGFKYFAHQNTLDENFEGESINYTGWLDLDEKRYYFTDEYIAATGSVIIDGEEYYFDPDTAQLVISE
Y pestis TopoI = blocks Yersinia pestis topoisomerase I activity | Y. pestis Topo-I cleavage product accumulation, plate reader | activity, % at 10 µM | actives 0.064% (n = 360,000); in the data active means activity above about 50%, passing the limit was not always enough; inconclusive means no clear call, values can overlap the other calls; further: inactives centre near 2
BoNT F protease = BoNT F light chain protease inhibition; Multiplex microsphere protease cleavage assay, flow cytometry; inhibition, % at 10 µM; actives 0.22% (n = 360,000); in the data active means inhibition above about 35%, passing the limit was not always enough; inconclusive means no clear call, values can overlap the other calls; further: plate controls were buffer without enzyme for full effect and enzyme alone for no effect
Numbers without * were called inactive; ? = inconclusive; nt = not tested or not shown. Unless noted, no stated cut-off is given here; in the data, active means inhibition above about 30%; inconclusive means no clear call, values can overlap the other calls; inactive means below that.

1. O=C(NCCN1CCCCC1)c1cc(COc2c(F)cccc2F)on1
2. Cn1c(=O)c2[nH]c(CCCCCCCCc3nc4ccccc4[nH]3)nc2n(C)c1=O
3. O=C(NCCCNC(=O)c1ccccc1Br)c1ccccc1Br
4. COC(=O)Cn1cnc2ccccc2c1=O
5. Cc1c(CCC(=O)N2CCC[C@H]2C(=O)O)c(=O)oc2c(C)c3oc4c(c3cc12)CCCC4
6. Cc1cccn2cc(-c3c[nH]c4ccccc34)nc12
7. O=C(COC(=O)/C=C/c1ccc(F)cc1)NCc1ccco1
8. O=c1[nH]ncc2c3ccccc3n(Cc3ccc(F)cc3)c12

Compound	1	2	3	4	5	6	7	8
CCHF vOTU inh	-9.3	17.6	-1.5	2.3	6.6	-63.1	-5.3	7.1
PrPC surface inh	1.6	0.5	8.5	4.5	-4.3	4.2	7.8	-4.0
PfHsp40 rescue	0.2	0.0	-1.2	-0.1	-1.8	-1.1	-0.5	-1.0
Anthrax LF inh2	-5.7	-5.1	19.2	2.8	-0.8	-0.2	-2.8	-3.2
BoNT-A LC inh2	-0.5	-0.3	0.4	0.5	-0.2	0.1	-0.4	0.5
FadD28 binding	-1.6	-3.2	0.3	-1.1	-5.9	-1.4	-3.6	-4.3
TcdB inh	1.4	4.1	0.3	nt	-2.0	6.9	nt	nt
Y pestis TopoI	1.2	8.9	1.0	-4.6	26.6	-20.7	1.2	15.7
BoNT F protease	4.1	-3.0	0.3	-2.0	-9.7	-2.8	0.3	-4.1

9. CC(=O)C1=C(O)C(=O)N(Cc2ccco2)C1c1ccc2c(c1)OCO2 (stereo not given)
10. CCNc1c(NC(=O)c2cccs2)c(=O)oc2ccccc12
11. Cc1ccc(/C=N/n2c(-c3cccnc3)n[nH]c2=S)o1
12. CN(C)CCNC(=O)c1[nH]c(C(F)(F)F)nc1-c1ccccc1
13. CC12CN3CC(C)(CN(C1)C3c1ccc(Cl)cc1Cl)C2O (stereo not given)
14. O=C(CCCCCCCCN1C(=O)c2ccccc2C1=O)N1CCOCC1
15. O=C(Nc1cccc(F)c1)c1ccc2c(c1)OCCO2
16. CC(OC(=O)c1ccc(Cl)c(S(=O)(=O)Nc2ccc(F)cc2)c1)C(=O)NC(N)=O (stereo not given)

Compound	9	10	11	12	13	14	15	16
CCHF vOTU inh	1.6	-3.2	12.2	-1.6	2.2	-7.5	-3.2	0.8
PrPC surface inh	-0.7	-0.9	3.3	-2.9	-0.5	2.0	3.6	-2.4
PfHsp40 rescue	-0.4	-0.5	-0.3	nt	0.9	nt	7.0	-1.3
Anthrax LF inh2	-2.2	-0.7	nt	4.4	-7.2	-1.2	-2.3	2.2
BoNT-A LC inh2	-0.8	1.1	nt	-0.3	0.1	0.5	-1.3	1.9
FadD28 binding	-1.2	0.1	-1.2	-0.7	-2.9	-1.6	0.1	-1.4
TcdB inh	3.2	0.4	1.6	0.4	nt	1.3	1.3	1.1
Y pestis TopoI	-1.6	3.1	-3.2	nt	-4.0	12.2	-6.5	-6.0
BoNT F protease	-8.0	-6.1	nt	6.5	-9.3	2.0	-2.7	0.8

17. Cc1ccc(/C=N/N=C2/NC(=O)CS2)o1
18. COc1cccc(CC(=O)OCc2csc(CC(=O)Nc3ccccc3C)n2)c1
19. CCCCCCSc1cccc(-c2nc3ccc(C)cn3c2NC2CCCCC2)c1
20. Cc1c(C(=O)NCc2ccccc2C(F)(F)F)sc(=O)n1Cc1ccc(Cl)c(Cl)c1
21. CCOC(=O)c1sc(N)c(C#N)c1CSc1nc2ccc(OCC)cc2[nH]1
22. Cc1ccc(/C=N/n2c(-c3ccc(Cl)cc3)n[nH]c2=S)s1
23. CCCCc1ccc(S(=O)(=O)NC(=O)C2(C)CCN2C(=O)c2c(C)noc2C)cc1 (stereo not given)
24. COc1ccc(C2CC(C(F)(F)F)n3nc(C(=O)O)c(Cl)c3N2)cc1OC (stereo not given)

Compound	17	18	19	20	21	22	23	24
CCHF vOTU inh	18.1	4.3	1.6	9.6	12.6	5.6	13.8	6.0
PrPC surface inh	2.4	2.1	-2.5	-2.8	10.6	5.0	5.1	-1.4
PfHsp40 rescue	1.7	0.8	-0.8	nt	1.0	-1.2	nt	-1.2
Anthrax LF inh2	0.9	-0.2	-3.3	-6.9	-1.9	-3.6	-8.3	-0.3
BoNT-A LC inh2	-0.6	-3.3	-1.1	0.0	0.2	-0.7	-0.4	0.2
FadD28 binding	-2.8	-3.1	1.6	-4.2	-13.0	0.3	-0.8	-2.3
TcdB inh	-0.2	1.7	-0.2	-0.5	nt	-0.6	-1.3	nt
Y pestis TopoI	-9.4	16.6	5.9	15.4	3.8	8.1	6.0	-2.1
BoNT F protease	-3.5	0.9	-17.5	-5.2	-13.6	5.4	-1.3	-4.7

25. CC(C)CC(=O)N1CCN(Cc2ccc3c(c2)OCO3)CC1
26. Cc1cccc(C2(c3cccc(C)c3)CC2C(=O)Nc2ccc([N+](=O)[O-])cc2O)c1 (stereo not given)
27. COc1cc(NC(=O)Cc2cccs2)ccc1-n1cnnn1
28. CC1S/C(=N\N=C\c2cccc([N+](=O)[O-])c2)N(C(C)(C)C)C1=O (stereo not given)
29. COc1cc(C)nc(Oc2ccc(OCCOc3ccc(C)cc3)nn2)n1
30. CC(C)(C)c1cc(S(=O)(=O)CCc2ccncc2)cc(C(C)(C)C)c1F
31. O=C(NCc1cccnc1)c1cc(Sc2cccc(Cl)c2)nc2ccccc12
32. O=C(OC(c1ccc(NS(=O)(=O)c2ccccc2)cc1)(C(F)(F)F)C(F)(F)F)c1ccccc1

Compound	25	26	27	28	29	30	31	32
CCHF vOTU inh	7.4	-1.9	7.5	0.1	0.9	-5.1	-2.7	18.1
PrPC surface inh	2.1	-7.4	1.3	-9.8	-5.2	1.2	1.0	7.8
PfHsp40 rescue	-0.3	0.6	-0.3	0.1	-0.2	-0.7	0.5	1.2
Anthrax LF inh2	-2.8	0.7	-2.4	-6.5	-5.3	1.2	-5.2	0.5
BoNT-A LC inh2	-2.5	-0.5	0.2	-0.1	0.8	0.2	0.3	0.3
FadD28 binding	1.1	-1.5	0.8	-1.6	-1.5	1.2	-3.9	-5.1
TcdB inh	nt	nt	nt	0.1	nt	2.0	0.1	-0.4
Y pestis TopoI	-0.5	-25.5	-4.9	0.3	13.9	6.6	23.8	-7.2
BoNT F protease	-11.5	-1.1	-8.1	-12.8	-11.7	2.7	5.7	-6.0

Entries listed so far containing a COOH group:
5. Cc1c(CCC(=O)N2CCC[C@H]2C(=O)O)c(=O)oc2c(C)c3oc4c(c3cc12)CCCC4
24. COc1ccc(C2CC(C(F)(F)F)n3nc(C(=O)O)c(Cl)c3N2)cc1OC (stereo not given)

Compound	5	24
CCHF vOTU inh	6.6	6.0
PrPC surface inh	-4.3	-1.4
PfHsp40 rescue	-1.8	-1.2
Anthrax LF inh2	-0.8	-0.3
BoNT-A LC inh2	-0.2	0.2
FadD28 binding	-5.9	-2.3
TcdB inh	-2.0	nt
Y pestis TopoI	26.6	-2.1
BoNT F protease	-9.7	-4.7

Continuation.
33. Cc1ccccc1C(=O)NC1CCCCCCC1
34. CC(=O)C(C)Oc1ccc2c3c(c(=O)oc2c1C)CCCC3 (stereo not given)
35. Cn1c(CN2CCCCC2)nc2cc(NS(=O)(=O)c3ccc(F)cc3)ccc21
36. Cc1ccc(NC(=O)Cn2nnc(C(=O)NCc3ccc4c(c3)OCO4)c2N)cc1
37. COC(=O)Cc1nnc(NC(=O)c2ccccc2)s1
38. CCOC(=O)c1cc(CC)sc1NC(=O)c1cc([N+](=O)[O-])ccc1N1CCOCC1
39. Cc1nc2ccccc2c(=O)[nH]1
40. COCCN(C(=O)CCC(=O)Nc1cc(C)on1)C(C(=O)NC(C)(C)C)c1ccc(OC)cc1 (stereo not given)

Compound	33	34	35	36	37	38	39	40
CCHF vOTU inh	12.2	-17.4	9.1	18.9	12.9	-6.1	-9.7	9.3
PrPC surface inh	-9.3	15.2	-4.7	-8.6	-7.7	5.2	-0.7	-6.5
PfHsp40 rescue	0.4	?	-0.8	0.2	0.3	0.2	0.1	0.3
Anthrax LF inh2	-2.5	3.5	0.8	0.6	3.5	-10.7	-2.5	2.3
BoNT-A LC inh2	0.1	0.3	0.6	0.4	-0.1	1.1	0.1	1.6
FadD28 binding	-4.5	0.9	-1.4	-1.1	-3.2	-2.9	-1.3	nt
TcdB inh	0.9	nt	0.6	1.4	nt	nt	nt	3.0
Y pestis TopoI	-2.4	-1.2	5.7	-2.9	-10.0	-5.1	-0.7	-3.5
BoNT F protease	29.8	-1.7	-2.9	4.3	?	3.8	-7.1	-5.6

41. COc1ccc(/C(C)=N/NC(=O)c2nnn(-c3nonc3N)c2-c2cccs2)cc1OC
42. COc1ccc(CC(=O)Nc2cccc(SC)c2)cc1OC
43. C=CCc1ccc(OCCn2cncn2)c(OC)c1
44. NC(=O)CC(NC(=O)Cc1cccc2ccccc12)c1ccc(NC2CCCC2)c([N+](=O)[O-])c1 (stereo not given)
45. CCOC(=O)c1c(-c2ccccc2)csc1NC(=O)c1cc(S(=O)(=O)N2CCOCC2)ccc1C
46. COc1ccccc1-n1c(O)c(C=NCCN2CCNCC2)c(=O)[nH]c1=O
47. Cn1c2c(c(=O)n(C)c1=O)C1c3ccccc3OCC1C(C)(C)O2 (stereo not given)
48. O=C(Nc1ccc(S(=O)(=O)Nc2ccccn2)cc1)c1ccc(Cl)cc1Cl

Compound	41	42	43	44	45	46	47	48
CCHF vOTU inh	2.6	-2.4	3.6	-0.5	-6.0	3.2	11.7	6.0
PrPC surface inh	-0.8	15.5	0.0	0.3	12.0	1.9	-7.0	-2.8
PfHsp40 rescue	1.2	-1.3	-1.2	0.3	1.0	2.3	1.1	0.7
Anthrax LF inh2	-2.2	-1.5	10.5	1.8	-2.4	9.9	-4.1	-5.1
BoNT-A LC inh2	-1.2	-0.3	-8.6	-0.8	0.9	-0.8	-0.3	-1.8
FadD28 binding	-3.5	-1.7	-2.1	-4.2	-1.6	0.4	1.2	-1.3
TcdB inh	-7.1	0.3	-9.5	0.0	nt	nt	0.0	0.9
Y pestis TopoI	-4.3	-9.0	-7.4	20.7	4.4	8.3	1.1	3.4
BoNT F protease	4.1	0.3	?	-0.8	-1.5	0.7	-8.4	-3.2

Part of the list above, limited to Anthrax LF inh2 and PfHsp40 rescue.
| cpd | smiles | Anthrax LF inh2 | PfHsp40 rescue |
| --- | --- | --- | --- |
| 13 | CC12CN3CC(C)(CN(C1)C3c1ccc(Cl)cc1Cl)C2O (stereo not given) | -7.2 | 0.9 |
| 14 | O=C(CCCCCCCCN1C(=O)c2ccccc2C1=O)N1CCOCC1 | -1.2 | nt |
| 15 | O=C(Nc1cccc(F)c1)c1ccc2c(c1)OCCO2 | -2.3 | 7.0 |
| 16 | CC(OC(=O)c1ccc(Cl)c(S(=O)(=O)Nc2ccc(F)cc2)c1)C(=O)NC(N)=O (stereo not given) | 2.2 | -1.3 |

Next section:
49. CN1C(=O)C(O)(CC(=O)c2ccccc2O)c2cc(Br)ccc21 (stereo not given)
50. COc1cccc(C2/C(=C(\O)c3ccc4c(c3)OCCO4)C(=O)C(=O)N2CCN(C)C)c1 (stereo not given)
51. Cc1ccc(S(=O)(=O)N(C)C)cc1NC(=O)CN1c2cccc3cccc(c23)S1(=O)=O
52. COc1cccc(OCC(O)CNC(=O)c2oc3c(C)c(C)ccc3c2C)c1 (stereo not given)

Compound	49	50	51	52
CCHF vOTU inh	14.7	9.0	-3.7	2.9
PrPC surface inh	-52.2	-5.2	-5.9	0.0
PfHsp40 rescue	0.2	-1.0	0.4	14.0
Anthrax LF inh2	-7.8	-2.7	-5.8	9.0
BoNT-A LC inh2	-0.1	2.6	0.0	-1.4
FadD28 binding	1.7	-3.7	-0.7	-2.5
TcdB inh	1.6	nt	-2.1	1.3
Y pestis TopoI	-3.3	3.3	14.7	32.4
BoNT F protease	-1.5	?	-4.1	?
